# MmCpn inh: blocks the Methanococcus maripaludis chaperonin Mm-Cpn. AID 504842. Potency, µM (top dose mostly 76.9 µM), inactives show top-dose activity, negative = inhibition, actives largely listed as inhibitors. purified Mm-Cpn ATPase, ADP Transcreener TR-FRET. hit rate 0.031% among 330,000; also: potency is read from the fitted curve at half-maximal effect; % is scaled to controls: 0 for no effect and ±100 for the full control effect; nearly all actives have a fitted effect of over 80% in size
#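 Purified archaeal chaperonin (25 nM final) was preincubated with compound for 10 min at 37°C, then ATP (10 uM final) was added for 30 min at 37°C in Tris pH 7.4/KCl/MgCl2/DTT buffer. ADP was quantified by HTRF Transcreener TR-FRET.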
# TGFb SMAD3 inh: TGF-b pathway inhibition; HepG2 CAGA-GFP TGF-b/SMAD3 reporter, GFP fluorescence, 18 h; TGF-beta stimulated, 500 pg/mL final; Potency, µM (titrated, usually from 46.1 µM), inactives show at the highest dose activity, negative = inhibition, hits mostly inhibitors; hit rate 1.2% among 410,000; AID 588855; also: potency is read from the fitted curve at half-maximal effect; % is scaled to controls: 0 for no effect and ±100 for the full control effect; nearly all actives have a fitted effect of over 65% in size
#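 HEPG2 CAGA-GFP cells (1000/well, DMEM with 1% FBS) were pre-incubated 2 h at 37 degrees C, given compound by pin tool, then stimulated with TGF-beta at 500 pg/mL final for 18 h before per-cell GFP fluorescence imaging.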
# Nrf2 activator: activators of Nrf2 (ARE) signaling; AREc32 ARE-luciferase reporter (MCF7-derived line), luminescence, 24 h; Potency, µM (top dose mostly 46.1 µM), without a hit: at the highest dose activation, hits mostly activators; hit rate 0.31% among 410,000; AID 624171; also: potency is read from the fitted curve at half-maximal effect; % of control where 0% means no effect; nearly all actives have a fitted effect of over 65% in size
#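 Cells of the AREc32 ARE-luciferase line are plated in OPTI-MEM containing 5% FBS and left overnight at 37 deg C. Compounds are pinned in, incubation continues 24 hr, and firefly luciferase signal is then measured.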
# Nrf2 block: blocks Nrf2 signaling. hit rate 2.1% among 360,000. A549 ARE-Fluc reporter, luciferase luminescence, 18-24 h. AID 504444. Potency, µM (series often up to 46 µM), without a hit: at the top dose activity change, negative = inhibition, most hits filed as inhibitors; also: potency is read from the fitted curve at half-maximal effect; % is scaled to controls: 0 for no effect and ±100 for the full control effect; nearly all actives have a fitted effect of over 60% in size
#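 Concentration-response testing used A549 ARE_Fluc cells at 5000 cells/well. Following an 18-24 h compound incubation, viability was read by fluorescence (Ex 405/Em 525) and luciferase output by luminescence.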
# HepG2 viability: counter-screen for TGF-b inhibitors: cytotoxicity in HepG2 cells. HepG2 CAGA-GFP viability, ATP luminescence, 18 h. Potency, µM (top dose mostly 46.1 µM), without a hit: at the highest dose activity change, negative = cytotoxicity, most hits filed as cytotoxic. hit rate 0.76% among 410,000; also: potency is read from the fitted curve at half-maximal effect; some results filed as inactive show a strong effect at the top dose
#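 CellTiter-Glo luminescence gave cytotoxicity after 18 hours at 37 degrees C. The cells were HepG2 CAGA-GFP in 1% FBS DMEM, stimulated with 500 pg/mL TGF-beta after compound addition. %Activity was normalised to no-cell wells (complete cell-killing) and DMSO (no toxicity), and curves were fitted and classified.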
# Akt phos inh: inhibitors of Akt phosphorylation; AID 651550; activity change, % for hits at 50 µM; hit rate 0.32% among 360,000; Neuro2A IGF-stimulated pAkt S473 HTRF, 20 min; active compounds read low; in the data active = activity change below about -80%; inconclusive = mostly about -51% to -80%; also: % is scaled to controls: 0 for no effect and ±100 for the full control effect
#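 Single-point screen (50 µM final compound) in Neuro2A cells stimulated 20 min with 6 nM IGF at 37 deg C. After lysis, Ser473-phosphorylated Akt read by HTRF (ex 330 nm, em 615/665 nm) as the 665/615 ratio.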
# CCT modulator: cytosolic chaperonin activity modulation; hit rate 0.3% among 360,000; AID 651819; activity change, % (concentration not given with the values), hits read low; purified chaperonin ATPase assay, HTRF ADP detection, 30 min; in the data active = activity change below about -30%; also: % is scaled to controls: 0 for no effect and ±100 for the full control effect
#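 TRiC (40 or 20 nM final, by batch activity) in 30 mM Tris pH 7.4, 100 mM KCl, 5 mM MgCl2, 1 mM DTT was treated with compound at 76 uM single dose, then 10 uM ATP, 30 min at 37 °C. ADP was read by HTRF Transcreener.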
# S2 tox: cell viability loss in ATXN counter-screen | S2 cells (HEK-293 line with an ATXN2-luciferase reporter) viability, CellTiter-Fluor protease fluorescence, 24 h | Potency, µM (top dose mostly 56.7 µM), actives largely listed as cytotoxic | hit rate 0.49% among 400,000; also: potency is read from the fitted curve at half-maximal effect; nearly all actives have a fitted effect of over 40% in size
# A549 tox: counter-screen for Nrf2 inhibitors: cytotoxicity in A549 cells; A549 ARE-Fluc cells, CellTiter-Fluor viability, 18-24 h; Potency, µM (doses to about 46 µM), for inactives: at the top dose activity change, negative = cytotoxicity, most hits filed as inhibitors; hit rate 0.16% among 390,000; also: potency is read from the fitted curve at half-maximal effect; % is scaled to controls: 0 for no effect and ±100 for the full control effect
#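 A549 ARE-Fluc cells in 5% FBS OPTI-MEM, 5000 cells/well, rested 2 h then exposed to compounds in concentration-response for 18-24 h at 37 °C. Viability by CellTiter-Fluor fluorescence (Ex 405/Em 525) after 30 min; luciferase luminescence (BugLite, 15 min, RT) read afterwards.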
# * marks the source's active call; other numbers are inactive results; i = inactive; ? = inconclusive; . = no result given; [ ] = another dose, or the depositor's remark. Unless noted, calls follow the shape of the dose curve; as a rule, active = well fitted curve in the direction sought with a large enough effect; inconclusive = small, poorly fitted or top-dose-only effect, or another doubt; inactive = no such curve, though single readings can be large; an effect the other way counts as inactive or inconclusive.
SMILES,MmCpn inh,TGFb SMAD3 inh,Nrf2 activator,Nrf2 block,HepG2 viability,Akt phos inh,CCT modulator,S2 tox,A549 tox
Cc1ccc(C(=O)COC(=O)C2C3C=CC(C3)C2C(=O)OCC(=O)c2ccc(C)c(C)c2)cc1C (configuration not stated),-4.5%,?,-0.6%,?,-11.4%,i,-0.1,i,-14.7%
Cc1cc(NS(=O)(=O)c2ccc(NC(=O)c3cc4c(=O)n5ccccc5nc4s3)cc2)nc(C)n1,0.8%,-7.8%,5.5%,4.6%,-27.4%,i,-1.2,i,?
CCc1ccc(CN(C)CC(=O)Nc2ccccc2[N+](=O)[O-])cc1,-0.8%,-12.1%,0.4%[9.22 µM],8.5%,-9.7%,i,-1.6,i,?
Cc1nc(C)n(C(C)CNC(=O)c2cccc(Br)c2)n1 (configuration not stated),0.2%,-19.8%,0.0%,6.3%,9.1%,i,0.3,i,-0.5%
S=C(Nc1ccc(Oc2ccccc2)cc1)NC1CCCC1,-1.4%,-7.4%,2.4%,4.3%,-0.6%,i,0.3,i,2.6%
Cc1cccc(COCCN2CCN(S(=O)(=O)c3ccccc3)CCC2=O)c1,-0.1%,?,-0.5%,-15.2%,3.8%,i,0.1,i,7.4%
CN(C)S(=O)(=O)c1cccc(C(=O)NCc2ccco2)c1,1.6%,1.2%,-0.2%,6.9%,19.1%,i,0.6,i,-3.5%
O=C(Nc1ccc(NC(=O)c2ccco2)cc1)c1ccc2c(c1)OCO2,-4.3%,28.4%,13.1%,?,-58.0%,.,3.7,?,-0.4%
O=C(COc1ccc2ccc(=O)oc2c1)NC1CCCCC1,-3.8%,?,4.0%,-12.1%,-33.2%,i,-10.1,i,8.3%
CNC(=O)C1CC(=O)N(CCc2ccc(OC)cc2)C(=Nc2ccc(OC)cc2)S1 (configuration not stated),-1.8%,-1.0%,0.6%,-0.8%,-19.4%,i,-0.7,i,-5.0%
O=C(Cn1ncc2c(=O)oc3ccccc3c21)Nc1cc(F)ccc1F,.,-32.2%,-1.3%,-5.7%,-3.6%,.,.,i,4.2%
CC1CCCN(S(=O)(=O)c2ccc(S(=O)(=O)N3CCCN(Cc4ccccc4)C3)cc2)C1 (configuration not stated),-0.4%,-7.8%,0.1%,.,12.9%,i,0.5,i,1.9%
COc1ccc(CCNC(=O)COc2ccc(N(C)S(=O)(=O)c3ccc(C)cc3)cc2)cc1OC,-2.3%,-11.3%,2.2%,25.9µM*,8.5%,i,0.6,i,-3.1%
Cc1ccc(S(=O)(=O)NNC(=O)Nc2ccc([N+](=O)[O-])cc2)c(C)c1,-8.5%,?,0.1%,-2.1%,-2.7%,i,-3.9,i,-3.3%
CCc1nc2ccc(C(=O)NCc3ccc4c(c3)OCO4)cn2c1N(CCC(C)C)CCN(C)C,.,?,7.5%,.,-35.8%,.,-3.4,?,.
COCCCNS(=O)(=O)c1ccc(Cl)c(C(F)(F)F)c1,1.7%,-3.4%,0.0%,10.8%,-5.1%,i,-1.0,i,1.3%
C=C(C)COC(=O)C1CC2OC2CC1C(=O)OCC(=C)C (configuration not stated),.,-31.9%,-0.2%,-3.8%,2.2%,i,-2.8,?,-6.2%
COc1cc(OC)c(C(=O)OCN2C(=O)c3ccccc3C2=O)cc1OC,2.1%,0.9%,0.4%,-4.0%,-2.1%,i,0.0,i,-7.9%
CC(C)(C)n1nc(Cc2cccc3ccccc23)c(C#N)c1N,.,-8.2%,2.8%,-14.9%,-18.6%,.,.,i,-0.9%
COCCn1nnnc1C(C(C)C)N(Cc1cccnc1)Cc1cc2cc(OC)ccc2[nH]c1=O (configuration not stated),1.6%,25.2%,2.8%,.,-8.0%,i,-2.0,i,0.5%
CCOC(=O)Cc1c(-c2cccc(Cl)c2)nc2c3ccccc3ccn12,.,.,11.4%,.,.,i,-1.3,?,.
Cc1ccc(C)c(S(=O)(=O)NCC(=O)Nc2sc3c(c2C(N)=O)CCC(C)C3)c1 (configuration not stated),-0.9%,10.3%,3.7%,.,-1.9%,i,0.0,i,-9.4%
Cc1nnc(SCC(=O)NC(C)(C)C)n1C1CCCCC1,-0.5%,3.4%,-0.8%,8.1%,-26.1%,i,-3.7,i,2.8%
COC(=O)[C@@H]1C[C@@]2(O)[C@H](O)[C@H](O)[C@H](O)C[C@H]2N1Cc1cccc2ccccc12,-5.3%,15.6%,-1.2%,21.6%,-1.0%,i,0.3,i,0.4%
Nc1nc(-c2ccco2)nn1C(=O)c1ccc(F)cc1,-1.5%,0.3%,-1.3%,18.4µM*,46.6%,i,-3.9,i,3.9%

# The listing continues.
SMILES,MmCpn inh,TGFb SMAD3 inh,Nrf2 activator,Nrf2 block,HepG2 viability,Akt phos inh,CCT modulator,S2 tox,A549 tox
Cc1ccc(S(=O)(=O)c2nc(-c3cccc(Br)c3)oc2N2CCCCCC2)cc1,.,-0.7%,0.9%,-13.9%,-13.6%,.,.,i,4.1%
Cc1c(Cl)cccc1-n1ncc(C(=O)NCCN2CCN(C)CC2)c1C1CCN(C(=O)OC(C)(C)C)CC1,.,2.3%,-0.8%,0.0%,0.1%,.,.,i,4.0%
N#C/C(=C(/O)c1ccc([N+](=O)[O-])cc1)c1nc2ccccc2[nH]1,2.0%,16.9%,2.3%,?,-18.9%,i,-3.0,i,2.0%
Cc1ccc(-n2nc3c(=O)n(CC(=O)NC4CCCCC4)nc(C)c3c2C)cc1,-1.2%,?,-0.4%,-41.9%,-8.1%,i,-6.8,.,-2.5%
COC(=O)c1cc(CNC(=O)c2sccc2-c2ccccc2)ccc1OC,-1.1%,-0.7%,-0.3%,?,-3.7%,i,-1.5,i,-12.6%
COc1ccc(NC(=O)Cn2nc(C(F)(F)F)c3c2CCCC3)c(OC)c1,-1.6%,-9.0%,0.4%,?,-4.8%,i,-1.4,?,-7.3%
CNS(=O)(=O)c1ccc(N2CCCC2)c([N+](=O)[O-])c1,0.0%,-10.5%,-0.3%,0.5%,-9.8%,i,-1.4,i,-4.7%
CCC(C)(C)NC(=O)COc1ccc(C(=O)c2ccccc2)cc1,3.1%,6.8%,-0.2%,-11.8%,-1.1%,i,-0.7,i,-1.1%
COc1cccc(-n2c(Cc3cc(=O)[nH]c(=O)[nH]3)nnc2SCc2cccnc2)c1,4.2%,-1.1%,-0.3%,6.6%,-7.2%,i,0.4,i,-4.9%
O=C(Nc1nc(-c2ccco2)c(-c2ccco2)s1)c1c(F)cccc1Cl,-11.2%,-15.2%,10.0%,?,-28.6%,i,-0.4,?,-2.6%
COc1ccc(CC(NC(C)=O)C(=O)NC2CCN(c3c4c(nc5ncnn35)CCC4)CC2)cc1OC (configuration not stated),0.5%,2.6%,0.6%,1.2%,9.6%,i,0.5,?,-2.2%
COc1ccc(CC(=O)N(Cc2ccccc2)c2ccccc2)cc1S(=O)(=O)N1CCOCC1,-5.6%,12.3%,0.4%,8.7%,38.0%,i,-1.5,i,4.0%
CCCSC1=N/C(=C\C=C\c2ccco2)C(=O)S1,-3.3%,-17.0%,10µM*,5.6%,-14.3%,i,-4.2,i,-3.7%
NCCCCCc1nnc(SCC(=O)Nc2cccc(Cl)c2)o1,-1.2%,20.2%,0.3%,-15.9%,4.9%,i,0.5,i,18.1%
O=C(C1=NOC2(C1)C(=O)N(Cc1ccccc1)c1ccccc12)N1CCOCC1 (configuration not stated),.,.,0.2%,.,.,i,1.4,i,.
O=C(CNC(=O)c1ccc([N+](=O)[O-])cc1)N/N=C\c1ccc(OC(=O)c2ccccc2)cc1,0.7%,2.5%,-0.2%,-2.2%,8.0%,i,-2.8,i,-2.0%
CN(C)c1ccc(/C=C(\NC(=O)c2ccccc2)C(=O)NCc2cccnc2)cc1,-2.6%,11.8%,0.1%,2.2%,3.7%,i,-6.2,?,-8.2%
CCOC(=O)c1c(C)[nH]c(C(=O)COC(=O)C2CC2)c1C,-0.9%,0.1%,3.8%,4.0%,-6.1%,i,0.1,i,2.3%
Cc1ccc(Cl)cc1N1CCN(C(=O)COCc2cc(-c3ccc4c(c3)OCO4)on2)CC1,.,-18.7%,0.0%,?,-20.1%,.,.,.,3.0%
Cc1ccc(Cl)cc1NC1=NC(=S)N(C(C)C)C12CCCCC2,1.9%,-6.5%,-0.3%,?,5.5%,i,-2.1,i,-2.3%
Cc1ccc2[nH]c(=O)c(CC(=O)O)c(-c3ccccc3)c2c1,0.7%,18.8%,-0.1%,-8.6%,11.1%,i,-5.0,i,0.3%
CCc1ccc(Oc2cc(C)nc(N)n2)cc1,2.0%,1.1%,0.1%,?,-21.7%,i,0.1,i,-4.8%
Cc1ccc(-c2csc3ncnc(-n4nnc5ccccc54)c23)cc1C,-4.7%,0.0%,5.1%,-7.0%,-14.6%,i,-2.1,i,-0.6%
COc1ccc(N=C2SCC(=O)N2c2ccc(OC)cc2)cc1,4.2%,?,-0.9%,0.8%,1.6%,i,1.1,i,26.9%
FC(F)(F)c1cccc(NC(=S)N(CCCN2CCCC2)Cc2cccn2Cc2ccc(Cl)cc2)c1,0.0%,?,0.0%,-28.8%,12.6µM*,i,-1.9,28.2µM*,-7.4%

# A different layout for some results above:
Cc1ccc(Cl)cc1NC1=NC(=S)N(C(C)C)C12CCCCC2
- MmCpn inh: 1.9%
- TGFb SMAD3 inh: -6.5%
- Nrf2 activator: -0.3%
- Nrf2 block: ?
- HepG2 viability: 5.5%
- Akt phos inh: i
- CCT modulator: -2.1
- S2 tox: i
- A549 tox: -2.3%
COc1cc(OC)c(C(=O)OCN2C(=O)c3ccccc3C2=O)cc1OC
- MmCpn inh: 2.1%
- TGFb SMAD3 inh: 0.9%
- Nrf2 activator: 0.4%
- Nrf2 block: -4.0%
- HepG2 viability: -2.1%
- Akt phos inh: i
- CCT modulator: 0.0
- S2 tox: i
- A549 tox: -7.9%

# Screening results from PubChem BioAssay.
